# NOD1 NF-kB reporter: inhibition of NOD1-driven NF-kB reporter – cell-based, luminescence, uHTS, primary screen (AID 1578); NOD1-driven NF-kB luciferase reporter cells, luminescence; higher % means a stronger effect; 1% of 290,000 active; inhibition, % at 4 µM; hits with a dose series show EC50 in µM; in the data active = inhibition mostly above about 36%, no sharp cut-off; inactive = mostly below about 34%;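 note: HEK-293T reporter cells stimulated with the NOD1 agonist gamma-tri-DAP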
# GPR55 activation: GPR55 agonists via beta-arrestin recruitment, primary screen, imaging, U2OS cells, beta-arrestin-GFP redistribution (AID 1961); 0.048% of 290,000 active; U2OS GPR55 beta-arrestin-GFP redistribution imaging; higher % means a stronger effect; activation, % at 10 µM; hits with a dose series show EC50 in µM;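 active = activation above 40% with more than 50 cells counted in the well; inconclusive = wells holding fewer than 50 cells, flagged as toxic or sparse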;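 note: U2OS osteosarcoma cells stably expressing GPR55 and beta-arrestin-GFP; plate controls were DMSO negative control for no effect and LPI positive control for full effect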
# KOR beta-arrestin-1: kappa opioid receptor activators – cell-based, luminescence, uHTS, primary screen (AID 1777). KOR beta-arrestin recruitment, luminescence; higher % means a stronger effect. activation, % at 10 µM, or EC50 in µM where a hit was titrated. 0.02% of 280,000 active; in the data active = activation above about 50%, passing the limit was not always enough; note: a part of the inactive calls stands beside numbers as strong as those of hits
# KOR beta-arrestin-2: kappa opioid receptor blockers – cell-based, luminescence, uHTS (AID 1778). inhibition, % at 10 µM; hits with a dose series show IC50 in µM. 0.091% of 290,000 active. KOR beta-arrestin recruitment, luminescence, antagonist mode; higher % means a stronger effect; note: strong numbers were not always called active
# NOD2 inhibition: inhibition of NOD2-driven NF-kB reporter – cell-based, luminescence, uHTS, HEK293 (AID 1566) | HEK293 NOD2/NF-kB luciferase reporter, luminescence; higher % means a stronger effect | one-dose inhibition, % at 4 µM; EC50 in µM for titrated hits | 0.63% of 290,000 active; note: many of its hits are not listed in these tables
# HIV fusion peptide: inhibitors of HIV fusion peptide binding, primary screen, biochemical, uHTS, fluorescence dequenching (AID 1986). cell-free peptide binding, fluorescence dequenching, 30 min; higher % means a stronger effect. inhibition, % at 20 µM; hits with a dose series show IC50 in µM. 0.3% of 290,000 active; in the data active = inhibition mostly above about 52%, no sharp cut-off; inactive = mostly below about 76%; note: some results filed as inactive read as strong as hits
# Large T inhibition: SV40 large T antigen inhibitors, biochemical (AID 1903); SV40 large T antigen ATPase/helicase inhibition assay; higher % means a stronger effect; 0.39% of 310,000 active; one-dose inhibition, % at 20 µM; IC50 in µM for titrated hits; in the data active = a potency from the dose series; inconclusive = inhibition mostly from about 32% at the one dose, without a potency; inactive = the rest, 99 in 100 with inhibition below about 32%; note: strong numbers were not always called active
# Rac1 GTP hydrolysis: MgcRacGAP GTPase-activating activity inhibitors, confirmation, biochemical, ADP Hunter fluorescence; MgcRacGAP-stimulated Rac1 GTP hydrolysis, ADP Hunter fluorescence; higher % means a stronger effect; GST-tagged Rac1 F28L mutant substrate; one-dose inhibition, % at 30 µM; IC50 in µM for titrated hits; 0.6% of 340,000 active; AID 624330;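 active = first-screen hits whose inhibition reached a set limit at any dose in the follow-up dose series; inconclusive = inhibition above the set first-screen limit but never retested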;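 note: fluorescence reports GDP produced by GAP-driven GTP hydrolysis; strong numbers were not always called active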
# GPR55 LPI antagonism: GPR55 antagonists blocking LPI-driven arrestin recruitment, primary screen, imaging, U2OS, beta-arrestin-GFP, LPI agonist (AID 2013); 0.13% of 290,000 active; U2OS GPR55 beta-arrestin-GFP translocation imaging, LPI antagonism; higher % means a stronger effect; inhibition, % at 10 µM; hits with a dose series show IC50 in µM;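 active = spots per cell inhibited over 60%, with over 100 cells counted and total cytoplasm intensity under 500,000; inconclusive = wells with under 100 cells, flagged as likely toxic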;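 note: U2OS cells stably carrying GPR55 and arrestin-GFP stimulated by 5 µM LPI near EC80; imaged beta-arrestin-GFP aggregate spots per cell after agonist stimulation; plate controls were LPI-stimulated DMSO wells for no effect and DMSO wells without LPI for full effect; some results filed as inactive read as strong as hits; confirmed hits need IC50 under 10 µM and bright autofluorescent wells are also inconclusive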
# The depositor's hits bear a star; ? = inconclusive; / = not tested or not shown; [ ] = remark or other dose. Cut-off read from the data, not from the text of the source, unless noted: active = inhibition above about 50%; inactive = the rest.
# Sequence of screens – NOD1 NF-kB reporter, GPR55 activation, KOR beta-arrestin-1, KOR beta-arrestin-2, NOD2 inhibition, HIV fusion peptide, Large T inhibition, Rac1 GTP hydrolysis, GPR55 LPI antagonism
Cc1ccnc(NC(=O)CCC(=O)N(Cc2ccco2)C(C(=O)NC(C)C)c2ccc(F)cc2)c1 (configuration not stated)
→ -1%, -0.2%, 1.7%, -30%, -10%, -0.5%, 95%, 6%, 5%
CCCC1=C(C(=O)OCC)C(c2ccccc2OCC)NC(=O)N1C (configuration not stated)
→ 11%, -0.2%, 1.1%, 20%, 3%, 0.4%, -10%, 5%, -6%
C#CCn1c(=O)cc(C)c2ccccc21
→ -31%, -0.1%, -5.2%, -58%[20 µM], 3%, -0.6%, -8%, 3%, 0%
O=C(c1cccc(Cl)c1)N1CCN(C2CCCCC2)CC1
→ -8%, 0.0%, 3.1%, -10%, -6%, -1.2%, -10%, 300µM*, -3%
Cc1ccc(-c2nnn(CC(=O)N(c3ccccc3)C(C(=O)NCC3CCCO3)c3ccc(Cl)cc3)n2)cc1 (configuration not stated)
→ 23%, -0.3%, -0.6%, 15%, 17%, 5.3%, 0%, 1%, -9%
COc1ccc(CCNC(=O)Cn2ccc3c(OC)cccc3c2=O)cc1OC
→ -10%, -0.3%, 2.2%, 8%, 2%, -2.4%, 8%, 8%, -1%
Fc1ccc(CNc2ccc(N3CCN(Cc4ccccc4)CC3)cc2)cc1
→ -8%, -0.3%, 9.3%, -17%, 27%, -4.4%, 28%, 15µM*, 26%
COC(=O)/C(=C\Nc1ccc(Oc2ccc(F)cc2F)nc1)NC(=O)c1ccccc1
→ 1%, -0.1%, -2.0%, 16%, 3%, -1.2%, 5%, /, -4%
c1ccc(-c2oc3ncnc(NCCCN4CCOCC4)c3c2-c2ccccc2)cc1
→ 22%, -0.2%, 2.3%, -19%, -10%, 3.2%, 8%, 12%, 46%
Cc1cccn2c(=O)c3cc(C(=O)O)n(C)c3nc12
→ -2%, 0.1%, 6.4%, 32%, 9%, -2.3%, 9%, -4%, -3%
CCCCOc1cc(=O)[nH]c(=O)[nH]1
→ /, -0.1%, -4.4%, 32%, -1%, 0.1%, 11%, 6%, 9%
COc1cc(NC(=O)c2cccc(F)c2)cc(OC)c1OC
→ -14%, -0.1%, -3.1%, -11%[20 µM], -7%, -0.1%, 3%, 8%, -14%
Cc1ccc(C)c(N2CCN(C(=O)CCNS(=O)(=O)c3ccc4c(c3)oc(=O)n4C)CC2)c1
→ -4%, 0.6%, 2.7%, -40%, 21%, -0.6%, 10%, -1%, 9%
COc1ccc(C(=O)COC(=O)C(C(C)C)N2C(=O)C3C4C=CC(C4)C3C2=O)cc1 (configuration not stated)
→ 2%, -0.2%, 4.4%, 2%, 22%, 0.7%, 2%, 8%, -5%
Cc1ccc(NC(=O)CCN2CCC(C(N)=O)CC2)cc1
→ -24%, -0.2%, 3.8%, -22%[20 µM], 7%, -0.5%, 3%, 5%, 9%
Cc1nc2cc(-c3ccc(Cl)cc3)nn2c(NCCN(C)C)c1C
→ -4%, -0.1%, -2.2%, -92%[20 µM], -62%, -1.9%, 23%, 14%, 34%
O=C(Nc1cc(-c2nc3ncccc3o2)ccc1Cl)c1ccc([N+](=O)[O-])o1
→ 2%, -0.3%, -2.4%, -9%, 9%, -3.2%, -1%, 6%, 11%
NCC(=O)NCC(=O)OCc1ccccc1
→ -23%, -0.4%, -3.4%, 1%, 15%, 0.5%, 0%, 0%, 2%
CCn1c(=O)cc(SCC(=O)Nc2cc(OC)c(OC)c(OC)c2)c2ccccc21
→ /, 0.3%, -0.5%, 1%, 21%, -0.2%, 6%, 1%, 14%
CC(=O)c1sc2nc(=O)c(C)nn2c1C
→ -5%, 0.5%, -5.5%, -49%, 10%, 0.2%, 5%, 12%, 15%

# Ordered by count of non-hydrogen atoms (rising): part of the list above.
# Sequence of screens – NOD1 NF-kB reporter, GPR55 activation, KOR beta-arrestin-1, KOR beta-arrestin-2, NOD2 inhibition, HIV fusion peptide, Large T inhibition, Rac1 GTP hydrolysis, GPR55 LPI antagonism
NCC(=O)NCC(=O)OCc1ccccc1
→ -23%, -0.4%, -3.4%, 1%, 15%, 0.5%, 0%, 0%, 2%
c1ccc(-c2oc3ncnc(NCCCN4CCOCC4)c3c2-c2ccccc2)cc1
→ 22%, -0.2%, 2.3%, -19%, -10%, 3.2%, 8%, 12%, 46%
Cc1ccnc(NC(=O)CCC(=O)N(Cc2ccco2)C(C(=O)NC(C)C)c2ccc(F)cc2)c1 (configuration not stated)
→ -1%, -0.2%, 1.7%, -30%, -10%, -0.5%, 95%, 6%, 5%

# An excerpt of these results, tab-delimited.
compound	NOD1 NF-kB reporter	GPR55 activation	KOR beta-arrestin-1	KOR beta-arrestin-2	NOD2 inhibition	HIV fusion peptide	Large T inhibition	Rac1 GTP hydrolysis	GPR55 LPI antagonism
O=C(Nc1cc(-c2nc3ncccc3o2)ccc1Cl)c1ccc([N+](=O)[O-])o1	2%	-0.3%	-2.4%	-9%	9%	-3.2%	-1%	6%	11%
NCC(=O)NCC(=O)OCc1ccccc1	-23%	-0.4%	-3.4%	1%	15%	0.5%	0%	0%	2%
CCn1c(=O)cc(SCC(=O)Nc2cc(OC)c(OC)c(OC)c2)c2ccccc21	/	0.3%	-0.5%	1%	21%	-0.2%	6%	1%	14%
CC(=O)c1sc2nc(=O)c(C)nn2c1C	-5%	0.5%	-5.5%	-49%	10%	0.2%	5%	12%	15%

# Additional records:
# Sequence of screens – NOD1 NF-kB reporter, GPR55 activation, KOR beta-arrestin-1, KOR beta-arrestin-2, NOD2 inhibition, HIV fusion peptide, Large T inhibition, Rac1 GTP hydrolysis, GPR55 LPI antagonism
Cn1cnnc1SCC(=O)c1c(N)n(Cc2ccccc2)c(=O)n(C)c1=O
→ -7%, -0.3%, 6.1%, -18%, 5%, -0.6%, 6%, /, 12%
COC(=O)c1ccccc1C(=O)N1CCCC(C(=O)c2ccc(OC)c(OC)c2)C1 (configuration not stated)
→ -18%, 0.0%, 5.9%, -11%, 17%, 1.3%, 5%, 6%, -28%
CCOc1ccc(NC(=O)c2ccc(N)cc2)cc1
→ -33%, -0.5%, 2.4%, 19%, 4%, -0.2%, 0%, -1%, 12%
Cn1c(SCC(=O)OC2CCCCC2)nnc1-c1ccco1
→ 33%, 0.3%, 8.4%, -37%, 17%, -0.5%, 6%, 12%, 0%
C=CCN=C1S/C(=C\c2ccc(N(C)C)cc2)C(=O)N1CC=C
→ -6%, 0.0%, /, -3%, -82%, 2.1%, 4%, 9%, -4%
O=C(Nc1c2c(nc3ccccc13)CCCC2)c1ccccc1F
→ -28%, -0.3%, -2.7%, 15%, 12%, 2.2%, 4%, -11%, 12%
Cc1cccc(NC(=O)C(=O)NCc2ccc3c(c2)OCO3)c1C
→ -31%, -0.1%, /, 2%[20 µM], 8%, -2.1%, 1%, 6%, 6%
O=C(N/N=C\C=C\c1ccc2c(c1)OCO2)C1COc2cc3ccccc3cc2O1 (configuration not stated)
→ /, -0.1%, 5.9%, -21%, -5%, -0.9%, 7%, 6%, 24%
CCOC(=O)c1ccc2c(c1)nc(C1CCN(S(=O)(=O)c3cccs3)CC1)n2CC
→ 4%, 0.3%, 6.3%, 14%, 23%, -2.5%, -2%, -5%, 18%
CC1CCCCC1NC(=O)c1ccc(S(=O)(=O)N2CCCC2)cc1 (configuration not stated)
→ 2%, 0.2%, -8.8%, -11%, 7%, 4.4%, 1%, 9%, 8%
CC(C)CCNC(=O)c1cc2c(s1)-c1ccccc1S(=O)(=O)C2
→ 6%, 0.0%, -0.8%, 39%, 9%, -1.2%, 14%, 1%, -8%
CCCC[C@@H](CNC)NC[C@H](NCCCCC1CCCCC1)C(C)C
→ 18%, 1.8%, -3.3%, 3%[20 µM], 13%, 0.5%, 2%, 4%, 14%
COc1ccc(N2CCN(C(CNS(=O)(=O)c3cc(F)ccc3F)c3cccnc3)CC2)cc1 (configuration not stated)
→ -1%, -0.2%, -1.6%, -13%, -1%, 0.7%, ?, ?, -4%
CCCn1c(SCCN2C(=O)c3ccccc3C2=O)n[nH]c1=O
→ 3%, 1.2%, -3.9%, 10%, 6%, 3.1%, 16%, 1%, 6%
COc1ccc(C(=O)CSc2nnc(NC(=O)C3CC(=O)N(c4ccccc4C)C3)s2)cc1 (configuration not stated)
→ -29%, 0.4%, -2.7%, -9%, 10%, 10%, 7%, 7%, 5%
CC(=O)c1cccc(NC(=O)C2CCN(S(C)(=O)=O)CC2)c1
→ 2%, -0.1%, -8.5%, 15%, 14%, -2.1%, -1%, 1%, -3%
O=C(CSC1=NC(=O)C(Cc2ccccc2)C(=O)N1)NC1CCCCC1 (configuration not stated)
→ -8%, 0.3%, -2.5%, 20%, -1%, -0.3%, 7%, 14%, -7%
Clc1cccc(N2CCN(c3nnnn3-c3ccccc3)CC2)c1
→ -44%, -0.1%, 0.4%, -8%, 4%, -1.5%, 10%, -11%, 12%
CC(C)c1ccc(-c2cc(C(=O)NN3CCN(C)CC3)c3ccccc3n2)cc1
→ -12%, 0.3%, 2.6%, 4%, -35%, -2.1%, 5%, 6%, 13%
Cc1ccc(N2NC(C)(c3cccs3)NC2=S)cc1 (configuration not stated)
→ -79%, -0.3%, 7.2%, 22%, -115%, 8.3%, 14%, 17%, 1%
C/C(=C\c1ccccc1)CN1CCC(C(=O)N2CCCC(C)C2)CC1 (configuration not stated)
→ -27%, 0.5%, -6.4%, 5%, 8%, 0.3%, 8%, 12%, 8%
S=C1NC2=C(CCCC2=C2SCCS2)C(c2ccccc2)N1 (configuration not stated)
→ -39%, -0.2%, -2.5%, -18%, -38%, -1.6%, 5%, -6%, 10%
Cc1ccnc(NS(=O)(=O)c2ccc(NC(=O)c3ccc(N4C(=O)CCC4=O)cc3)cc2)n1
→ -4%, -0.2%, -0.1%, -55%, 8%, 6.1%, 14%, -5%, 11%

# Assay outcomes (PubChem BioAssay)

# A portion of the library; count on the stated rates, not on these rows.
